High-throughput results as filed in PubChem BioAssay.
RGS4 pot: potentiators or activators of RGS4; HEK293 M3R/inducible RGS4, carbachol calcium flux Fluo4; stronger effect = lower value; B-score at 10 µM; 0.92% of 310,000 active; AID 463111;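 active means B-score of the integrated calcium signal more than 4 SD below the library mean, with starting fluorescence not abnormally high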;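 further: negative B-score means reduced calcium response which marks RGS4 activation or potentiation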
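test system = M3R-expressing HEK293 line, RGS4 induced by doxycycline | probe or stimulus = carbachol at ECmax as muscarinic agonist stimulus | timing = dye loading 30 min 37 °C, buffer rest 30 min RT | signal = calcium dye Fluo4 fluorescence | evaluation = B score from integrated fluorescence ratio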
HDAC3 inhib: human HDAC3 inhibition; O15379; recombinant HDAC3, fluorogenic peptide/trypsin coupled, fluorescence; inhibition, % at 8.3 µM; 0.15% of 320,000 active; AID 2718; in the data active means inhibition above about 26%, passing the limit was not always enough
MrgX1 allo act: allosterically activates human MrgX1 receptor signaling; Q96LB2; MrgX1-HEK293, Fluo-4 calcium flux, FDSS; stronger effect = higher value; B-score at 10 µM; 0.63% of 310,000 active; AID 588675;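 active means plate-corrected calcium response at least 3 library SD above typical, normal starting fluorescence, not activating the receptor alone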;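 further: compound read alongside a low EC10 to EC30 dose of BAM8-22 agonist; peak minus trough fluorescence over baseline measured at the second addition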
TMEM16A act: activators or potentiators of mouse TMEM16A chloride channel; Q8BHY3; HEK293 TMEM16A/YFP-H148Q/I152L, iodide quench fluorescence; stronger effect = lower value; B-score at 10 µM; 0.3% of 340,000 active; AID 623877;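 active means fluorescence-ratio B-score plate-corrected deviation score at least 3 library SD below zero, with starting fluorescence score within 5 deviations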;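 further: channel opened by trigger with iodide after compound preincubation; score built on the fluorescence ratio of max minus min over baseline; more negative score means more quench and so TMEM16A activation or potentiation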
Target sequence (Q8BHY3 whole entry, looked up): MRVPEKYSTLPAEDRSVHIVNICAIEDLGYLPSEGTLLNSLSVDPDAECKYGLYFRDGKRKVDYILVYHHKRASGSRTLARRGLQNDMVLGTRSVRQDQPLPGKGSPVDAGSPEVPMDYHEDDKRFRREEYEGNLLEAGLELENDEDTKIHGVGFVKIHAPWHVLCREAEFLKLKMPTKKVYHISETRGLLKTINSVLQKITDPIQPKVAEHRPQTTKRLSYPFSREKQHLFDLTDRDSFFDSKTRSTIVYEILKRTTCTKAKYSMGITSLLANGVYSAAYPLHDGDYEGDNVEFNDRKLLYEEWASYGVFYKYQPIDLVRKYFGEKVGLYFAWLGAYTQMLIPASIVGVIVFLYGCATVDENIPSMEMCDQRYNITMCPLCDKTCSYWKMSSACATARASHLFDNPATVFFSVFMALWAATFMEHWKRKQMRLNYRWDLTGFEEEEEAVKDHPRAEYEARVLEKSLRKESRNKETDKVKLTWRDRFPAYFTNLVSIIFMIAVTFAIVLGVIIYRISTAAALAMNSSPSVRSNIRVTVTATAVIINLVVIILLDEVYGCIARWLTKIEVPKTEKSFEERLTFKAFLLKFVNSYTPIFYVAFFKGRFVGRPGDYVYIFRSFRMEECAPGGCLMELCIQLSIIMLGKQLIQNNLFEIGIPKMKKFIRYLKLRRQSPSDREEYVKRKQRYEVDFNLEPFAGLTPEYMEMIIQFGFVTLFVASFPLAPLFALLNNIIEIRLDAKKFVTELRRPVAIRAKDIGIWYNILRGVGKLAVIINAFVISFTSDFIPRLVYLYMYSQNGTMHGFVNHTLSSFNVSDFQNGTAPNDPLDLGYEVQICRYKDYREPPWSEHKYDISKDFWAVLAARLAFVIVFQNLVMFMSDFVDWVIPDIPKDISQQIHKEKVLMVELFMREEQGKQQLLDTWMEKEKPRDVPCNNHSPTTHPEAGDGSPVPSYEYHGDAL
MrgX1 agonist: activates human MrgX1 receptor signaling; B-score at 10 µM; AID 588627; Q96LB2; MrgX1-HEK293 cells, Fluo-4 calcium fluorescence, agonist mode; stronger effect = higher value; 0.44% of 310,000 active;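 active means calcium response B-score plate-corrected fluorescence ratio at least 3 library SD, with starting fluorescence B-score inside 5 SD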
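System – MrgX1-expressing HEK293 cells · Incubation – cells plated overnight, dye loaded 0.5 h 37 °C, 0.5 h room temperature · Technique – kinetic Fluo-4 NW fluorescence of intracellular calcium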
ANO1 block: mouse TMEM16A channel inhibition, primary screen; Q8BHY3; HEK293 TMEM16A/YFP iodide influx fluorescence, ionomycin; normalized B-score (activity score, 25-100; higher = stronger inhibition) at 10 µM; 1.2% of 310,000 active;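 active means ratio plate-corrected score three or more library SD toward inhibition, starting fluorescence score within five deviations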;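 further: score derived from kinetic fluorescence span divided by baseline fluorescence per well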
SKKanGAS inh: inhibitors of SKKanGAS S. pyogenes growth in kanamycin (SK-promoter or general growth effect); BacTiter-Glo, 6 h; inhibition, % at 7.5 µM; 1.3% of 300,000 active; AID 1662;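 active means mean replicate score, as percent of positive control median, at least 50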;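 further: strain carries kanamycin resistance gene driven by streptokinase promoter and grows in 40 µg/ml kanamycin; loss of luminescence reflects streptokinase promoter inhibition or plain growth inhibition; 0% = median of DMSO wells and 100% = positive control at its reference dose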
MrgX1 antagonist: blocks BAM8-22 activation of human MrgX1 receptor. Q96LB2. MRGX1-HEK293 calcium flux, Fluo-4, BAM8-22 antagonism; stronger effect = lower value. B-score at 10 µM. 1.3% of 310,000 active;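 active means calcium-response B-score plate-corrected more than 3 library SD below zero, starting fluorescence within 5 deviations, no agonist response on first addition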;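 further: peak minus trough fluorescence over baseline after final BAM8-22 challenge near maximal dose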
TRPC6 act: activates the mouse TRPC6 cation channel | AID 2550 | HEK293-TRPC6 membrane potential dye fluorescence; stronger effect = higher value | B-score at 10 µM | 0.13% of 310,000 active;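 active means B-score of the integrated fluorescence ratio above library mean plus 3 SD, and starting fluorescence ratio within library mean plus 5 SD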;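 further: higher score means more depolarization so channel activation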
TRPC6 inh: blocks the mouse TRPC6 cation channel. HEK293-TRPC6, membrane potential dye, ACh-evoked depolarization; stronger effect = lower value. B-score at 10 µM. 1.1% of 310,000 active. AID 2553;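 active means B-score under library mean minus 3 SD, initial fluorescence not abnormally high, positive integrated signal ratio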;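 further: B-score derived from integrated fluorescence ratio over the kinetic read; more negative B-score means stronger inhibition of depolarization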
RGS4 block: human RGS4 inhibition | P49798 | HEK293 M3R/RGS4 inducible, Fluo-4 calcium flux; stronger effect = higher value; triggered by carbachol at its EC20 | B-score at 10 µM | 0.45% of 310,000 active | AID 463165;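 active means B-score, a plate-corrected calcium signal, over three deviations above library mean, with baseline fluorescence within five deviations of library mean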;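 further: RGS4 expression induced by doxycycline in cells with stable M3 receptor; B-score is computed from the integrated fluorescence ratio over baseline after carbachol; higher B-score means a larger calcium signal and so more RGS4 inhibition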
* = called active by the depositor; i = inactive; . = no result given.

compound	MrgX1 allo act	RGS4 block	MrgX1 antagonist	HDAC3 inhib	RGS4 pot	MrgX1 agonist	SKKanGAS inh	TRPC6 act	ANO1 block	TRPC6 inh	TMEM16A act
Cc1nnc(CN(C)C(=O)c2cc(COc3ccc(C)c(C)c3)on2)o1	i	i	i	-2.7	i	i	2.2	i	i	i	i
CCc1ccc(NC(=O)CCCn2nc(CC)n3c(cc4occc43)c2=O)cc1	i	i	i	0.1	i	i	5.0	i	i	i	i
CC(C)CC(=O)Nc1ccc(Oc2ccc3c(c2)C(=O)NC3=O)cc1	i	i	i	0.4	i	i	21.3	i	i	i	i
C=CCn1c(C(C)NC(=O)c2ccc(C)cc2)n[nH]c1=S (centres undefined)	i	i	i	-6.1	i	i	4.4	i	i	i	i
Cc1noc(C)c1COC(=O)COc1ccc(-c2ccccc2)cc1	i	i	i	7.2	i	i	16.7	i	i	i	i
CC(=O)c1cc(OC(=O)c2ccncc2)ccc1OC(=O)c1ccncc1	i	i	i	-0.7	i	i	-0.2	i	i	i	i
CC(C)C(=O)Nc1nnc(SCC(=O)NCc2ccco2)s1	i	i	i	-0.4	i	i	-7.5	i	i	i	i
CCc1ccccc1NC(=O)CCNS(=O)(=O)c1cc(Br)cnc1N	i	i	i	-1.7	i	i	-5.8	i	i	i	i
COCc1cc(CN2CCCC(CNC(=O)c3ccc(F)cc3)C2)ccc1OC (centres undefined)	i	i	i	-6.9	i	i	-18.2	i	i	i	i
COc1ccc(NC(=O)COC(=O)CNS(=O)(=O)c2ccc(F)c(F)c2F)cc1OC	i	i	i	-11.1	i	i	10.6	i	i	i	i
Cc1cc(C(=O)N/N=C/c2ccncc2)c(C)o1	i	i	i	1.5	i	i	0.9	i	i	i	i
CCOc1ccccc1C1C2CCCCC2(O)CCN1C(=O)c1cccs1 (centres undefined)	i	i	i	3.8	i	i	0.2	i	i	i	i
CC(=O)Nc1ccc(S(=O)(=O)NNC2=NS(=O)(=O)c3ccccc32)cc1	i	i	i	1.2	i	i	-5.4	i	i	i	i
CCCCNC(=S)N(C)/N=C/c1ccc(F)cc1	i	i	i	5.3	i	i	-7.1	i	i	i	i
Cc1cc(Nc2c(C#N)c(N)nn2C)ccc1F	i	i	i	-1.0	i	i	3.7	i	i	i	i
COC(=O)c1ccccc1NC(=O)CSc1n[nH]c(-c2cccnc2)n1	i	i	i	4.9	i	i	-0.6	i	i	i	i
COc1cccc2c1OCC(C(=O)NCc1ccc(Cl)cc1Cl)=C2	i	i	i	3.5	i	i	13.2	i	i	i	i
COc1cccc(OC)c1NC(=O)CN(C)S(=O)(=O)c1ccc2c(c1)OCCO2	i	i	i	-6.2	i	i	-0.4	i	i	i	i
O=C(OCCN1CCOCC1)c1ccc(Cl)cc1Cl	i	i	i	-0.5	i	i	0.5	i	i	i	i
O=C(O)c1ccc(N=C2SCC(=O)N2Cc2ccccc2)cc1	i	i	i	3.8	i	i	-1.5	i	i	i	i
CCn1c(C)nc2cc(-c3nnc(-c4c(-c5ccccc5)noc4C)o3)ccc21	i	i	i	11.1	i	i	13.8	i	i	i	i
CCCOC(=O)c1c(-c2ccc(OC)cc2)oc2ccc(-c3ccc(OC)nc3)cc12	i	i	-8.26*	-1.6	i	i	0.9	i	i	i	i
CC(=O)NCC(=O)OC(C)C(=O)Nc1ccc(C(C)=O)cc1 (centres undefined)	i	i	i	-6.7	i	i	2.2	i	i	i	i
Cc1ccccc1COc1ccc(-c2nn[nH]n2)cc1	i	i	i	-2.2	i	i	13.8	i	i	i	i
O=c1c(-c2ccc(O)cc2)coc2c(C3O[C@H](CO)[C@@H](O)[C@H](O)[C@H]3O)c(O)ccc12 (some centres undefined)	i	i	i	-10.8	i	i	-1.3	i	i	i	i
O=c1[nH]c(CN2CCN(c3ncccn3)CC2)nc2c(Br)cc(Br)cc12	i	i	i	-4.7	i	i	14.5	i	i	i	i
O=C(c1cc2ccccc2c(=O)o1)N1CCCC1	i	i	i	5.4	i	i	0.3	i	i	i	.
COc1ccc(NC(=O)C(c2ccc(C)cc2)N(C)C(=O)CNC(C)=O)cc1 (centres undefined)	i	i	i	10.1	i	i	1.8	i	i	i	i
CC1CCCCN1C(=O)COC(=O)C1CCN(S(=O)(=O)c2c(Cl)cccc2Cl)CC1 (centres undefined)	i	i	i	5.2	i	i	20.3	i	i	i	i
COc1ccccc1Nc1nc(N2CCCC2)nc(N2CCOCC2)n1	i	i	i	4.8	i	i	-4.9	i	i	i	i
COc1ccccc1C(=O)Nc1ccc(N2CCN(C(C)=O)CC2)cc1	i	i	i	2.7	i	i	-3.0	i	i	i	i
O=C(CN1C(=O)COCC1=O)N1CCOCC1	i	i	i	16.5	i	i	3.3	i	i	i	i
COCCN(C(=O)CSc1nnc(-c2cccc(F)c2)n1N)c1c(N)n(CC(C)C)c(=O)[nH]c1=O	i	i	i	-0.8	i	i	11.8	i	i	i	i
COC(=O)CSC1=C(C#N)C(c2ccc3c(c2)OCO3)C2=C(CCCC2=O)N1 (centres undefined)	i	i	i	7.4	i	i	-5.8	i	i	i	i
Cc1ccc(NC(=O)c2ccc(OCC3CCCO3)cc2)nc1 (centres undefined)	i	i	i	1.2	i	i	-6.7	i	i	i	i
CC(C)(O)C#Cc1ccc(C(=O)NCc2ccccc2F)cc1	i	i	i	-1.0	i	i	-2.5	i	i	i	i
O=C(CSc1nnc(-c2ccncc2)o1)Oc1ccccc1	i	i	i	3.6	i	i	3.2	i	i	i	i
CC(=O)c1c(C)oc2ccc(NS(=O)(=O)c3ccc(O)c(C(=O)O)c3)cc12	i	i	i	-9.1	i	i	0.6	i	i	i	i
CC1CCN(CC(O)COc2cccc(F)c2)CC1 (centres undefined)	i	i	i	-7.8	i	i	1.1	i	i	i	i
COc1ccc(-n2c(=O)cc(N3CCN(c4ccccc4F)CC3)[nH]c2=O)cc1	i	.	i	-4.7	.	i	.	.	25*	.	i
COc1ccc(C(=O)N2CCN(S(=O)(=O)c3cc(Cl)ccc3OC)CC2)cc1	i	i	i	1.5	i	i	1.7	i	i	i	i
C=CCN1C(=O)C2C3CC(=O)C(c4ccccc43)C2C1=O (centres undefined)	i	i	i	3.7	i	i	6.2	i	i	i	i
COc1ccc(CNC(=O)C(C)Cc2ccccc2)cc1O (centres undefined)	i	i	i	2.0	i	i	1.1	i	i	i	i
COc1ccc2nc(NC(=O)c3ccc(F)cc3)sc2c1	i	i	i	-29.2	i	i	-11.4	i	i	i	i
CC1CN(C2CCN(C(=O)COc3ccccc3)CC2)CC(C)O1 (centres undefined)	i	i	i	1.3	i	i	4.2	i	i	i	i
CC(C)(C)OC(=O)NC(=NCCCc1cn(CC(=O)N2CCN(C(=O)OC(C)(C)C)CC2)nn1)NC(=O)OC(C)(C)C	i	i	i	6.1	i	i	1.1	i	i	i	i
CCOC(=O)c1c(C)[nH]c(C(=O)OCC(=O)NCCc2ccc(OCC)c(OCC)c2)c1C	i	i	i	-0.3	i	i	-10.2	i	i	i	i
CN1C(=O)CC(c2ccccc2)CC1=O	i	i	i	8.3	i	i	0.2	i	i	i	i
COc1ccc(C2=NOC(C(=O)Nc3cc(C)on3)C2)cc1OC (centres undefined)	i	i	i	.	i	i	-0.1	i	i	i	i
Cc1ccc2nc(N3CCN(Cc4ccc(F)cc4)C3=O)c(C)cc2c1	i	i	i	-0.5	i	i	-5.7	i	i	i	i
COc1cc(OC)cc(C(=O)NC(C)c2ccc(Br)cc2)c1 (centres undefined)	i	i	i	-1.7	i	i	3.3	i	i	i	i
CCOC(=O)C(Sc1nn(C)c(=S)s1)C(C)=O (centres undefined)	i	i	i	12.1	i	i	2.3	i	i	i	i
CCOc1ccc(N(CC(=O)N/N=C(\C)c2cccc(NC(C)=O)c2)S(=O)(=O)c2ccccc2)cc1	i	i	i	-1.0	i	i	8.2	i	i	i	i
CC1(C)CC(=O)C(C=NCC(O)c2ccccc2)=C(O)C1 (centres undefined)	i	i	i	-0.2	i	i	-1.0	i	i	i	i
Brc1ccc(/C=N/c2nc3ccccc3n2CCN2CCOCC2)cc1	i	i	i	-1.9	i	i	1.4	i	i	i	i
Cc1nnn(C23C[C@@H]4C[C@@H](CC(C(=O)N5CCN(c6ccccc6)CC5)(C4)C2)C3)n1	i	i	i	8.9	i	i	-0.9	i	i	i	i
O=C(Nc1cccnc1)C1(c2ccccc2)CCCC1	i	i	i	-8.3	i	i	1.7	i	i	i	i
CN(CC(=O)Nc1ccncc1)S(=O)(=O)c1ccc(Br)cc1	i	i	i	1.5	i	i	-8.8	i	i	i	i
O=C(NCc1cccnc1)C1CCCN(S(=O)(=O)c2ccc(Cl)cc2)C1 (centres undefined)	i	i	i	-0.7	i	i	3.8	i	i	i	i
COc1ccccc1CNC(=O)c1cc(S(=O)(=O)N2CCCC2)cn1C	i	i	i	-6.6	i	i	-1.2	i	i	i	i

Carrying on.
compound	MrgX1 allo act	RGS4 block	MrgX1 antagonist	HDAC3 inhib	RGS4 pot	MrgX1 agonist	SKKanGAS inh	TRPC6 act	ANO1 block	TRPC6 inh	TMEM16A act
CCOC(=O)N1CCN(CCC(=O)Nc2cc(OC)cc(OC)c2)CC1	i	i	i	12.8	i	i	-5.3	i	i	i	i
CCOc1ccc(Oc2c(C)oc3cc(O)ccc3c2=O)cc1	i	i	i	-23.6	i	i	8.1	i	i	i	i
NC1=Nc2cccc3cccc1c23	i	i	i	23.8	i	i	-5.3	i	i	i	i
COCCCN(CCC#N)C(=O)c1c(-c2c(Cl)cccc2Cl)noc1C	i	i	i	-7.9	i	i	3.7	i	i	i	i
CN1CCN(S(=O)(=O)c2ccc(Sc3nc4ccccc4[nH]3)c3nsnc23)CC1	i	i	i	1.3	i	i	-1.4	i	i	i	i
Cc1cc(NCc2ccc(F)cc2Cl)n2nnnc2n1	i	i	i	3.0	i	i	0.9	i	i	i	i
COc1ccc(CNC(=O)c2cc3c(=O)[nH]c4ccccc4c3n2C)cc1	i	i	i	-3.0	i	i	-6.1	i	i	i	i
COc1ccc(-c2cn3cccnc3n2)cc1Br	i	i	i	-2.5	i	i	1.5	i	i	i	i
CCCCn1c(N)c(N2CCOCC2)c(=O)n(CC(=O)NC(C)c2ccccc2)c1=O (centres undefined)	i	i	i	-0.9	i	i	2.2	i	i	i	i

Compounds were not picked by outcome; about 6.7% have a hit in one of these screens.
